# Assay outcomes (PubChem)
# STK33 inh: human STK33 kinase inhibition. ADP-Glo luminescence, MBP substrate. inhibition, % at 12.5 µM. hit rate 0.44% among 27,000. AID 2322; in the data active = inhibition above about 20%
# Target sequence (Q9BYT3 whole entry, looked up): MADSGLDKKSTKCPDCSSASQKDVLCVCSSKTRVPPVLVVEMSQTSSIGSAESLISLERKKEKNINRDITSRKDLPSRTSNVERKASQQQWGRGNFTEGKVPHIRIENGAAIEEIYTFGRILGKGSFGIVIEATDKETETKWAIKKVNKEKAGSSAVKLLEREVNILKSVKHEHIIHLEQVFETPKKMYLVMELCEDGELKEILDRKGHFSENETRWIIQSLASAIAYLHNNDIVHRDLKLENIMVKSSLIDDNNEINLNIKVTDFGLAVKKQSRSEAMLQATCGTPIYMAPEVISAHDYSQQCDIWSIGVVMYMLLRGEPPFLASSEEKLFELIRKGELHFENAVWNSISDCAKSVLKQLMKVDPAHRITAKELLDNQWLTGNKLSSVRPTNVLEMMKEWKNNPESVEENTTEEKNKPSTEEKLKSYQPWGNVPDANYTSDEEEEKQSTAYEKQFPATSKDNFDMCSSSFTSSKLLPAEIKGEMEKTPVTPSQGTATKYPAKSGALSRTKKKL
# mut p53 react: re-activators of the mutant p53 pathway; activation, % at 9.98 µM; hit rate 1.5% among 28,000; SW480 PUMA-promoter luciferase, p53 mutant reactivation; AID 624151; in the data active = activation above about 52%
# Numbers without * were called inactive; x = not tested or not shown.
no. | structure | mut p53 react | STK33 inh
1 | CCC(C)C(=O)c1c(O)cc2c(c1O)CC(CC=C(C)C)C(C)(C)O2 (configuration not stated) | 2 | -8
2 | OC(COc1ccc2ccccc2c1Br)Cn1cnc2ccccc21 (configuration not stated) | 29 | 6
3 | CCCNC(=O)N(C)C[C@H]1Oc2ncc(-c3cccc(C#N)c3)cc2C(=O)N([C@H](C)CO)C[C@@H]1C | 14 | x
4 | Cc1ccc(C(C)C)c(OCCSc2nc(N)cc(N)n2)c1 | 8 | -3
5 | OCCNc1ncnc2c1oc1ccccc12 | 8 | 1
6 | C[C@@H]1CCCCO[C@H](CN(C)Cc2ccc(C(=O)O)cc2)[C@@H](C)CN([C@H](C)CO)C(=O)c2cc(NS(=O)(=O)c3ccc(F)cc3)ccc2O1 | x | 0
7 | COc1ccc(S(=O)(=O)N(C)C[C@@H]2Oc3ccc(NC(=O)Cc4ccccc4)cc3C(=O)N([C@@H](C)CO)C[C@H]2C)cc1 | -8 | x
8 | C[C@@H]1CN([C@H](C)CO)C(=O)Cc2cc(NC(=O)Nc3ccc4c(c3)OCO4)ccc2O[C@@H]1CN(C)Cc1ccccc1 | x | 0
9 | CC(C)NC(=O)Nc1ccc2c(c1)CC(=O)N([C@H](C)CO)C[C@H](C)[C@H](CN(C)C(=O)NC(C)C)O2 | x | 2
10 | O=C(C[C@H]1C[C@@H]2c3cc(NC(=O)Nc4ccc(F)cc4)ccc3O[C@@H]2[C@@H](CO)O1)NCC(F)(F)F | -1 | x
11 | C[C@H]1CN([C@@H](C)CO)C(=O)Cc2cc(NC(=O)Cc3cn(C)c4ccccc34)ccc2O[C@H]1CN(C)Cc1ccc(C(=O)O)cc1 | -10 | -1
12 | Cc1noc(C)c1S(=O)(=O)Nc1ccc2c(c1)CC(=O)N([C@H](C)CO)C[C@@H](C)[C@H](CN(C)C(=O)NC1CCCCC1)O2 | x | -2
13 | C[C@@H]1CN([C@H](C)CO)C(=O)Cc2cc(NC(=O)CCC(F)(F)F)ccc2O[C@@H]1CN(C)S(=O)(=O)c1ccc(Cl)cc1 | x | 3
14 | COc1ccccc1N(CC(=O)Nc1c(C)cc(C)cc1C)S(C)(=O)=O | 11 | -4
15 | C[C@H](CO)N1C[C@H](C)[C@@H](CN(C)CC2CCCCC2)Oc2ccc(NS(=O)(=O)c3cn(C)cn3)cc2C1=O | x | -3
16 | Cc1ccc(S(=O)(=O)N(C)C[C@H]2Oc3ccc(NS(C)(=O)=O)cc3CC(=O)N([C@@H](C)CO)C[C@H]2C)cc1 | x | 1
17 | COc1ccc(NC(=O)Nc2ccc3c(c2)CC(=O)N([C@@H](C)CO)C[C@H](C)[C@@H](CN(C)Cc2ccc(Cl)c(Cl)c2)O3)cc1 | x | 0
18 | C[C@@H]1CN([C@H](C)CO)C(=O)c2cc(NC(=O)Cc3ccccc3)ccc2O[C@H]1CN(C)S(=O)(=O)c1ccccc1 | x | -1
19 | C[C@@H]1CN([C@H](C)CO)C(=O)Cc2cc(NC(=O)Cn3cnnn3)ccc2O[C@@H]1CN(C)Cc1ccc(Oc2ccccc2)cc1 | x | 3
20 | CCOC(=O)c1cc(C#N)c(Nc2ccccc2OC)nc1C(F)(F)F | x | -3
21 | COc1ccc(NC(=O)CC(C(=O)O)N2CCCCC2)cc1 (configuration not stated) | -14 | 0
22 | CC1(C)CC[C@]2(C(=O)O)CC[C@]3(C)C(=CCC4[C@@]5(C)CC[C@H](O[C@@H]6O[C@H](C(=O)O)[C@@H](O[C@@H]7OC[C@@H](O)[C@H](O)[C@H]7O)[C@H](O)[C@H]6O)C(C)(C)C5CC[C@]43C)C2C1 (some centres not stated) | -6 | -9
23 | CC(C)Oc1cccc(-c2cc(C(=O)NCc3ccco3)c3ccccc3n2)c1 | 2 | -1
24 | CCC(=O)OCC1=CCCC2C1(C)CCC(C)C2(C)CCC(C)CC(=O)O (configuration not stated) | -4 | -15
25 | C[C@H]1CCCCO[C@@H](CN(C)C(=O)CCC(F)(F)F)[C@@H](C)CN([C@@H](C)CO)C(=O)c2cc(NS(C)(=O)=O)ccc2O1 | -1 | x
26 | CC(=O)Nc1ccc(C(=O)CSc2nnc(-c3cccc(Br)c3)o2)cc1 | 5 | 2
27 | C[C@@H]1CCCCO[C@H](CN(C)CC2CC2)[C@H](C)CN([C@H](C)CO)C(=O)c2cc(NS(=O)(=O)c3ccccc3)ccc2O1 | -2 | x
28 | C[C@@H]1CN([C@H](C)CO)C(=O)c2cccc(NS(=O)(=O)c3cccs3)c2O[C@H]1CN(C)S(=O)(=O)c1cn(C)cn1 | 9 | x
29 | COc1ccc(NC(=O)N(C)C[C@H]2Oc3ccc(NC(=O)NC(C)C)cc3CC(=O)N([C@@H](C)CO)C[C@@H]2C)cc1 | x | -1
30 | C[C@H](CO)N1C[C@H](C)[C@@H](CN(C)C)Oc2c(NC(=O)Nc3ccc4c(c3)OCO4)cccc2C1=O | 38 | x
31 | O=C(C[C@H]1C[C@H]2c3cc(NC(=O)c4ccc5c(c4)OCO5)ccc3O[C@H]2[C@H](CO)O1)NCc1ccc(Oc2ccccc2)cc1 | -88 | x
32 | CCCCC1=NC2(CCCC2)C(=O)N1Cc1ccc(-c2ccccc2-c2nn[nH]n2)cc1 | x | 0
33 | COc1ccc(NC(=O)N(C)C[C@H]2Oc3ccc(NC(=O)Nc4ccc5c(c4)OCO5)cc3C(=O)N([C@@H](C)CO)C[C@@H]2C)cc1 | x | 3
34 | COc1ccc(NC(=O)N(C)C[C@@H]2OCCCC[C@@H](C)Oc3ccc(NS(=O)(=O)c4ccc(C)cc4)cc3C(=O)N([C@H](C)CO)C[C@@H]2C)cc1 | x | 4
35 | C[C@@H]1CN([C@@H](C)CO)C(=O)c2cc(NS(=O)(=O)c3ccc(F)cc3)ccc2O[C@@H]1CN(C)Cc1ccc(-c2ccccc2)cc1 | x | -1
36 | CCC(=O)N(C)C[C@@H]1Oc2cc(-c3cccc(C#N)c3)ccc2S(=O)(=O)N([C@H](C)CO)C[C@@H]1C | 4 | x
37 | C[C@@H]1CN([C@H](C)CO)C(=O)c2cc(NS(C)(=O)=O)ccc2O[C@H]1CN(C)C | 3 | x
38 | C[C@H](CO)N1C[C@H](C)[C@@H](CN(C)C(=O)Nc2cccc(F)c2)Oc2cc(/C=C/c3ccccc3)ccc2S1(=O)=O | -67 | x
39 | COC(=O)C1=COC(O[C@@H]2O[C@H](CO)[C@@H](O)[C@H](O)[C@H]2O)[C@@H]2[C@@](C)(O)CC[C@]12O (some centres not stated) | -11 | 5
40 | Cc1ccc([N+](=O)[O-])cc1N(CC(=O)Nc1cccc(F)c1)S(C)(=O)=O | -2 | 2
41 | C[C@@H]1CN([C@H](C)CO)C(=O)c2cccc(NC(=O)Nc3ccc(C(F)(F)F)cc3)c2O[C@@H]1CN(C)S(=O)(=O)c1cccs1 | -10 | x
42 | O=C(O)c1ccccc1N1C(=O)c2ccccc2C1=O | x | -1
43 | NC(=O)c1c(NC(=O)CCSc2nc(-c3ccco3)cc(C(F)(F)F)n2)sc2c1CCCC2 | 0 | -3
44 | CSc1cccc(NC(=O)CSc2nnc(-c3ccc(Br)cc3)n2C)c1 | 2 | -4
45 | Cc1nc(SCC(=O)Nc2ccccc2)n[nH]1 | -1 | 0
46 | C[C@@H]1CN([C@@H](C)CO)C(=O)c2cc(NC(=O)CCC(F)(F)F)ccc2O[C@H]1CN(C)Cc1ccc(C(=O)O)cc1 | x | -4
47 | COc1cc2ccc(=O)oc2cc1O | x | -1
48 | CC(C)NC(=O)Nc1ccc2c(c1)CC(=O)N([C@H](C)CO)C[C@@H](C)[C@@H](CN(C)Cc1ccc3c(c1)OCO3)O2 | x | 0
49 | COc1ccc(CCN2C(=O)C(NC(=O)C(C)(C)C)(C(F)(F)F)C3=C2CC(C)(C)CC3=O)cc1OC (configuration not stated) | 13 | -1
50 | C[C@@H]1CN([C@H](C)CO)C(=O)CCCn2cc(nn2)CO[C@H]1CN(C)Cc1cccc(C(=O)O)c1 | x | 0

# New compounds follow
no. | structure | mut p53 react | STK33 inh
51 | O=C(CSc1n[nH]c(-c2ccc(Cl)cc2Cl)n1)Nc1cccc(Cl)c1Cl | 11 | -2
52 | C[C@@H]1CN([C@@H](C)CO)C(=O)c2cc(C#Cc3ccccc3F)cnc2O[C@@H]1CN(C)C(=O)c1ccc2c(c1)OCO2 | -7 | x
53 | COc1ccc([Si](C)(C)[C@H]2[C@H](CCO)O[C@@]3(C(=O)N(Cc4ccccc4)c4ccc(N5CCOC5=O)cc43)[C@@H]2C)cc1 | x | 5
54 | CSc1nsc(SC)c1NC(=O)OCCc1ccccn1 | -3 | 1
55 | C[C@H]1CN([C@@H](C)CO)C(=O)c2cc(-c3cccc(C#N)c3)cnc2O[C@@H]1CN(C)C(=O)c1ccccn1 | 4 | x
56 | Cc1noc(C)c1S(=O)(=O)Nc1ccc2c(c1)C(=O)N([C@H](C)CO)C[C@H](C)[C@H](CN(C)C)OCCCC[C@H](C)O2 | 8 | x
57 | Cn1c(=O)c2c(nc(NCC(O)CO)n2Cc2ccc(Cl)cc2)n(C)c1=O (configuration not stated) | 10 | 0
58 | CCc1ccc(NC(=O)COc2ccc(NC(C)=O)cc2)cc1 | 24 | -3
59 | C[C@@H]1CN([C@H](C)CO)C(=O)Cc2cc(NC(=O)Cn3cnnn3)ccc2O[C@H]1CN(C)C(=O)Nc1ccc(C(F)(F)F)cc1 | x | -1
60 | C[C@H](CO)N1C[C@H](C)[C@H](CN(C)C)Oc2c(NC(=O)C3CCOCC3)cccc2C1=O | 2 | x
61 | C[C@H](CO)N1C[C@H](C)[C@@H](CN(C)S(=O)(=O)c2ccc(Cl)cc2)Oc2ccc(NS(=O)(=O)c3cccs3)cc2C1=O | x | 1
62 | Cc1nn(CC(=O)Nc2cccc(C(F)(F)F)c2)c(C)c1[N+](=O)[O-] | -11 | -1
63 | C[C@@H]1CCCCO[C@H](CN(C)S(=O)(=O)c2ccc(Cl)cc2)[C@@H](C)CN([C@H](C)CO)C(=O)c2cc(N(C)C)ccc2O1 | x | 3
64 | COc1ccc(-c2coc3cc(O)ccc3c2=O)cc1 | x | 5
65 | CC(C)(C)c1ccc(-c2nnc(SCC(=O)Nc3ccccc3[N+](=O)[O-])o2)cc1 | 42 | -4
66 | CC1(C)O[C@@H]2CC3C4CCC5=CC(=O)C=C[C@]5(C)[C@@]4(F)[C@@H](O)C[C@]3(C)[C@]2(C(=O)CO)O1 (some centres not stated) | x | 1
67 | C[C@@H]1CCCCO[C@H](CN(C)Cc2ccc(Cl)c(Cl)c2)[C@@H](C)CN([C@H](C)CO)C(=O)c2cc(NS(=O)(=O)c3ccc(F)cc3)ccc2O1 | x | 1
68 | O=C1NCCN1c1ncc([N+](=O)[O-])s1 | x | 0
69 | CNC[C@H]1Oc2c(NC(=O)Nc3cccc4ccccc34)cccc2C(=O)N([C@H](C)CO)C[C@@H]1C | -12 | x
70 | O=C(NCc1ccccn1)c1ccccc1C(=O)c1ccccc1 | -10 | -4
71 | C[C@H]1CCCCO[C@@H](CN(C)C(=O)Nc2ccccc2)[C@@H](C)CN([C@@H](C)CO)C(=O)c2cc(NC(=O)C3CCCCC3)ccc2O1 | 2 | x
72 | CS(=O)(=O)N(CC(=O)Nc1ccc(Br)c(Cl)c1)c1ccc(F)c(Cl)c1 | 1 | 2
73 | C=C1CC[C@@H]2[C@](C)(CO)[C@H](O)CC[C@@]2(C)[C@@H]1C/C=C1/C(=O)OC[C@H]1O | 0 | -1
74 | C[C@@H]1CN([C@H](C)CO)C(=O)c2cc(NC(=O)C3CC3)ccc2O[C@@H]1CN(C)Cc1ccncc1 | 1 | x
75 | C[C@H]1CN([C@@H](C)CO)C(=O)c2cc(C#CC3(O)CCCC3)cnc2O[C@@H]1CN(C)C(=O)Cc1ccccc1 | 1 | x
76 | C[C@@H]1CCCCO[C@@H](CN(C)Cc2ccc3c(c2)OCO3)[C@@H](C)CN([C@H](C)CO)C(=O)c2cc(NC(=O)CCC(F)(F)F)ccc2O1 | x | 1
77 | C[C@H](CO)N1C[C@H](C)[C@H](CN(C)C(=O)NC2CCCCC2)Oc2ncc(C#CCN(C)C)cc2C1=O | x | -1
78 | C[C@@H]1CCCCO[C@@H](CN(C)Cc2ccncc2)[C@@H](C)CN([C@H](C)CO)C(=O)c2cc(NS(=O)(=O)c3ccccc3)ccc2O1 | 2 | -1
79 | COc1ccccc1NC(=O)CC(NC1CCCCC1)C(=O)O (configuration not stated) | 2 | 0
80 | CC(Sc1nc(-c2ccccc2)cc(-c2ccccc2)n1)C(=O)Nc1ccccc1 (configuration not stated) | 16 | 6
81 | CC1(C)C(=O)C=CC2(C)C1CC(O)C1(C)C3=CCC(c4ccoc4)C3(C)CCC21 (configuration not stated) | x | 1

# An excerpt; count on the stated rates, not on these rows.
